SIAE primary – human SIAE inhibition, primary screen | SIAE FP-Rh probe binding, fluorescence polarization | inhibition, % at 9.66 µM | 370,000 compounds, 0.69% hits | AID 1053197;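 active = inhibition above a cutoff: mean of compounds within the control limits plus 3 SD of those, cut at about 17% in these data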;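 note: 0% = plate median of compound wells and 100% = probe without SIAE protein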
DDE Tn7 FP inh – DD(E)-Tn7 binding inhibition, primary FP screen; P02675; FP displacement of FITC-Tn7 peptide from fibrin DD(E); 0% = median of compound wells per plate; inhibition, % at 8.3 µM; 370,000 compounds, 0.13% hits; AID 720508;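 active = inhibition above the mean of compounds falling within the control limits plus 3 SD of them, cut at about 14% in these data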;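 note: 0% = plate median of compound wells and 100% = 10 µM Aha-Tn7 peptide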
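Assay system: Fibrin-DD(E) protein isolated from polymerized human fibrin clots; read-out basis: percent inhibition; medium: Tris/NaCl/CaCl2 buffer, pH 7.8; signal: FP measurement; incubation: 10 min plus 3 h, room temperature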
Tn6 DDE FP – DD(E)-Tn6 binding inhibition, primary FP screen; Fibrin DD(E) TRITC-Tn6 fluorescence polarization displacement; 370,000 compounds, 0.21% hits; P02675; AID 720509; inhibition, % at 8.3 µM;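 active = inhibition above a per-campaign cutoff: mean of compounds within control limits plus 3 SD, cut at about 15% in these data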;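 note: 0% = median of all compound wells on the plate and 100% = blocking peptide control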
TDP2 inh – TDP2 (human) inhibition, absorbance primary screen; O95551; recombinant TDP2, T5PNP hydrolysis, p-nitrophenol absorbance 415 nm; inhibition, % at 12.8 µM; 370,000 compounds, 0.34% hits; AID 720702;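 active = inhibition above the mean of all tested compounds plus 3 SD, set per campaign, cut at about 25% in these data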;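 note: 0% = DMSO with enzyme and 100% = buffer with substrate but no TDP2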
Target sequence (O95551 whole entry, looked up): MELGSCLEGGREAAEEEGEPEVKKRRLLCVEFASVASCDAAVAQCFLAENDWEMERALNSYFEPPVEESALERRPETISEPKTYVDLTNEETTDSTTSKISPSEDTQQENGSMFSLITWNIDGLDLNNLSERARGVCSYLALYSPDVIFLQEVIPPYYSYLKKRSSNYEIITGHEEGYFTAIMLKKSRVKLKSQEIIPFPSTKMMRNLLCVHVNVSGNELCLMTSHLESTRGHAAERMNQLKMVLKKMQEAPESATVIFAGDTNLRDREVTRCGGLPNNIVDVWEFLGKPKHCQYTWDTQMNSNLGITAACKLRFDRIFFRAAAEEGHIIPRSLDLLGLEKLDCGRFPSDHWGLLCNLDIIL
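Assay system: recombinant human TDP2 / Reagent: T5PNP substrate at 5 mM, a TopII-DNA adduct mimic / Measured by: epi absorbance from released p-nitrophenol / Evaluation: % inhibition relative to enzyme-containing and enzyme-free wells / Control set: enzyme-free and DMSO wells / Replicates: each compound tested once, singlicate / Schedule: enzyme reaction with compound for 2 h at 37 °C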
PRMT1 FP inh – inhibitors of human PRMT1 | inhibition, % at 2.79 µM | recombinant PRMT1, activity-based probe fluorescence polarization | 370,000 compounds, 1.3% hits | AID 652257 | Q99873;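 active = inhibition above about 21% made by adding two undisclosed values, limit read from the data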
KLK7 zymogen act – proKLK7 (human) activation, primary screen; purified proKLK7, EDANS-DABCYL substrate fluorescence; 100% is mature enzyme control, 0% vehicle; activation, % at 7 µM; 370,000 compounds, 0.9% hits; AID 652039;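 active = activation above the mean of all tested compounds plus 3 SD, computed per campaign excluding outliers beyond control limits, cut at about 13% in these data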
Target sequence (P49862 whole entry, looked up): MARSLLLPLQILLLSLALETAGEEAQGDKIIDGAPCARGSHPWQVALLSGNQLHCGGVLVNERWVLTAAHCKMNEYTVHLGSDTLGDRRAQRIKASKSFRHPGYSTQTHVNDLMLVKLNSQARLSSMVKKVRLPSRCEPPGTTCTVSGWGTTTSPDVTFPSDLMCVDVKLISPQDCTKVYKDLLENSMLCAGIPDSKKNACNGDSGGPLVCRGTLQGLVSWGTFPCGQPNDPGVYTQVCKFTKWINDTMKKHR
UHRF1 binding – blocks human UHRF1 binding to methylated DNA | inhibition, % at 4.4 µM | 370,000 compounds, 0.75% hits | UHRF1 binding to methylated oligo, TR-FRET | AID 687016 | Q96T88; in the data active = inhibition above about 21%;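 note: UHRF1 SRA domain binding a hemimethylated CpG hairpin DNA probe; 0% = median of test compound wells and 100% = reference inhibitor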
LEDGF integ inh – blocks HIV-1 LEDGF/p75-dependent DNA integration; inhibition, % at 3.7 µM; TR-FRET IN-LEDGF/p75 DNA integration, Eu/Cy5; 370,000 compounds, 0.64% hits;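 active = inhibition above the screen-wide mean plus 3 SD, cut at about 13% in these data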;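 note: signal is the Cy5 over europium emission ratio at 671 and 618 nm; 0% = plate median of compound wells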
TCR-CD3 inh – blocks the human TCR-CD3 interaction; inhibition, % at 9.4 µM; AID 651800; 360,000 compounds, 0.37% hits; TAMRA-labeled TCR probe fluorescence, biochemical; in the data active = inhibition above about 19%;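 note: recombinant mutant TCR 2C K166C tagged with TAMRA read by polarization; 0% = receptor in buffer alone and 100% = receptor with positive control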
MBD2 DNA inh – inhibitors of human MBD2 binding to methylated oligonucleotide | Q9UBB5 | inhibition, % at 4.4 µM | AID 686964 | 370,000 compounds, 0.31% hits | TR-FRET; in the data active = inhibition above about 13%
Target sequence (Q9UBB5 whole entry, looked up): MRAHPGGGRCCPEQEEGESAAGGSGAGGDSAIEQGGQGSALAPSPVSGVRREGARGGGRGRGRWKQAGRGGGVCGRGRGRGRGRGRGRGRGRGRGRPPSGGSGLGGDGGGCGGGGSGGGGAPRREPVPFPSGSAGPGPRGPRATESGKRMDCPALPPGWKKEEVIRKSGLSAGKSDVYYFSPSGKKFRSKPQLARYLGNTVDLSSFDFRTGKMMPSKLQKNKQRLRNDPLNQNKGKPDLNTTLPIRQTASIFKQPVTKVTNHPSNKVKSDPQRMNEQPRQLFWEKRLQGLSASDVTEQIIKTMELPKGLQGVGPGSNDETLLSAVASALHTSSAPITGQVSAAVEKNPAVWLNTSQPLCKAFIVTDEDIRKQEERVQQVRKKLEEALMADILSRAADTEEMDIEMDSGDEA
Active calls of the source: *; · = no result given.

compound	SIAE primary	DDE Tn7 FP inh	Tn6 DDE FP	TDP2 inh	PRMT1 FP inh	KLK7 zymogen act	UHRF1 binding	LEDGF integ inh	TCR-CD3 inh	MBD2 DNA inh
Cc1c(-c2cc(Br)ccc2O)nc2cc3c(cc2c1C)OCO3	3	-4	-9	22	4	-1.1	1	0	0	5
C[C@H](CO)N1C[C@H](C)[C@@H](CN(C)Cc2ccc3c(c2)OCO3)Oc2c(NS(=O)(=O)c3cn(C)cn3)cccc2C1=O	6	8	4	19	1	0.2	-2	1	-2	0
CC(NCC(O)COc1ccccc1)C1COc2ccccc2O1 (stereo not given)	-4	-6	0	6	-4	-0.1	4	0	-1	0
COc1ccc(NC(=S)NCCCN2CCCC2=O)c(OC)c1	0	-3	10	4	2	0.2	0	1	2	2
CCN1C(=O)[C@H]2[C@@H](c3ccc(-c4ccc5c(c4)OCO5)c(OC)c3)N[C@@](C)(C(=O)OC)[C@H]2C1=O	4	-1	4	2	-1	-0.7	0	-2	-1	-1
CCOC(=O)c1nn(-c2ccccc2)c(=O)cc1OCC(=O)Nc1ccccc1OCC	-7	1	6	-9	1	-0.6	-2	-2	-5	0
CCCCC(=O)Nc1ccc(C(=O)NN2C(=O)c3ccccc3C2=O)cc1	-3	1	-2	-1	-4	0.4	1	1	5	5
O=S(=O)(NCCOc1ccccc1F)c1cccc(Br)c1	-6	-8	5	-7	0	-0.1	0	6	8	2
COc1ccc(C(=O)NC(=S)NCc2ccc(-c3nc4ccccc4o3)cc2)cc1OC	-4	2	-3	-14	-1	-0.7	-4	4	0	-5
O=C(COC(=O)c1c(F)cccc1F)Nc1ccccc1OC(F)F	3	2	-2	-9	-1	0.0	-3	3	-3	-6
Cc1nc2ccc(Cl)cc2nc1C	12	-8	4	-10	-2	0.3	1	5	8	2
Cc1cc(C)n(C(C)CC(=O)Nc2ccc3c(c2)OCCO3)n1 (stereo not given)	-1	0	-7	8	-1	0.5	15	4	1	5
CCOC(=O)c1ccc(CNCc2ccccc2)cc1	0	1	11	-6	0	-0.3	-1	2	0	4
O=C1c2cccc(OCC(=O)N3N=C(c4cccs4)CC3c3ccc(F)cc3)c2CCN1Cc1cccnc1 (stereo not given)	-14	-4	-8	-8	3	-2.4	0	-5	-2	-5
CN1CCN(C(=O)CN2C(=O)CC(C)(C)S(=O)(=O)c3ccccc32)CC1	1	-4	-2	-6	0	-0.4	8	2	-4	3
N=C1C=CC=C2C1=NC1(CCCCC1)N2O	15	-2	-6	7	1	0.3	-19	2	6	-18
CCCC(=O)N1CCN(c2ccc(NC(=O)c3ccc(OCC)c([N+](=O)[O-])c3)cc2)CC1	8	-8	4	-1	-4	0.7	-5	-3	5	-2
Cc1ccc(NS(=O)(=O)c2cccc(C(=O)NCC3(N(C)C)CCCCC3)c2)cc1	-2	6	-2	-5	3	-0.1	2	0	4	6
COc1cc(CN2CCC(C(=O)NC(c3ccc(F)cc3)c3ncccc3C)CC2)cc(OC)c1 (stereo not given)	6	-8	-3	1	2	0.1	-1	1	7	-2
Cc1ccc([C@H]2C[C@]34CNS(=O)(=O)[C@H]3C[C@H]2O4)cc1	13	2	3	2	1	-0.5	0	4	-3	-5
C[C@H]1[C@H](N)CC[C@@]23CCCN2C(=O)CCC[C@@H]13	2	3	8	2	1	·	1	5	·	7
CC(C)[C@H](NC(=O)C1CCN(S(=O)(=O)c2ccccc2)CC1)C(=O)NCc1ccccn1	-6	0	-10	-12	-1	-0.3	1	2	7	4
CC(=O)c1sc(N/N=C/c2cccc(O)c2)nc1C	1	3	5	-3	-3	0.4	-3	-3	0	-1
CCCn1nnnc1NCc1ccccc1OCc1ccc(F)cc1	3	-1	3	-3	1	0.2	2	-6	-6	4
O/N=C1\CCc2cc(Cl)ccc21	3	-2	-1	12	0	-0.4	-2	0	-3	-3
COc1ccc(C(=O)COC(=O)c2ccc(NC(=O)c3ccccc3)cc2)cc1	-12	7	14	8	0	0.0	-2	0	-4	1
CC1CCC2C(C1)c1sc(=O)[nH]c1SC2(C)C (stereo not given)	3	-2	-7	6	0	-0.4	1	1	2	2
CC1(C)CC(=O)C2(CC3=C(CC(C)(C)CC3=O)O2)C(=O)C1	5	8	7	8	-3	0.6	-2	1	2	1
Clc1ccccc1-c1ncc2ccccn12	-1	4	3	11	-1	2.5	-1	0	7	0
COc1ccc(C2=C(C)C(N3CCN(C(=O)c4ccco4)CC3)=NS2(=O)=O)cc1	-3	-1	-4	4	2	2.5	7	1	-10	7
CN(C)c1ccc(NC(=O)Nc2csc3ccccc23)cc1	18*	0	-6	3	0	0.2	-3	1	8	2
Cc1cc[n+](CCc2ccccc2)cc1C	2	-1	-1	3	-1	0.5	2	-1	-4	2
CC(O)[C@H]1CC[C@H]2[C@@H]3CC[C@H]4C[C@@H](O)CC[C@]4(C)[C@H]3C(=O)C[C@]12C (stereo not given in full)	1	-10	2	2	-2	0.1	2	2	1	3
COc1ccccc1NC(=O)Cn1cnc2c(nnn2-c2ccc(C)cc2)c1=O	-6	-2	6	-3	-2	-0.7	-3	0	-1	4
O=C(Nc1ccc(F)cc1)C1CCCN(S(=O)(=O)c2cccc3nonc23)C1 (stereo not given)	-2	7	0	17	-2	0.2	1	3	9	1
CC(Sc1nnc(-c2ccc(Cl)cc2Cl)n1Cc1ccccc1)C(=O)Nc1nccs1 (stereo not given)	0	1	4	7	-4	0.1	0	0	4	0
COc1ccccc1P(=O)(c1ccccc1)c1ccccc1	4	-8	4	8	1	0.8	0	0	1	0
CN1CCN(c2nc(-c3cccs3)cc(C(F)(F)F)n2)CC1	0	-13	-8	4	-4	2.2	-5	-1	4	3
CCCCOc1ccc(Cl)cc1CSc1nnc(CC)n1N	-2	-2	5	11	0	0.1	2	-3	2	1
CCCOc1cc(C)c(S(=O)(=O)n2nnc3ccccc32)cc1C	1	1	-5	-8	5	-0.4	5	1	0	4
CN(CC(=O)Nc1ccccc1Br)C(=O)c1ccc2c(=O)n3c(nc2c1)CCC3	1	-6	-4	-9	2	0.1	1	0	0	3
COc1cc(C(=O)Nc2cccc(NC(=O)c3cccs3)c2)cc(OC)c1OC	-9	3	-3	-11	6	1.1	1	-1	-6	2
Cc1coc2c1c(C)cc1oc(=O)c(CC(=O)N[C@H](C(=O)O)C(C)C)c(C)c12	-4	4	-3	-7	8	23*	-1	0	0	-6
Cc1ccc(OCC(=O)Nc2ccc3oc(=O)ccc3c2)c(C)c1	-10	-2	2	13	-2	-0.2	-2	-1	-2	-3
COc1ccc(S(=O)(=O)N(CCN2CCOCC2)Cc2cc(OC)ccc2OC)cc1	-5	-1	2	2	-1	-0.1	-1	2	-4	3
O=C(Nc1ncc2c(n1)CC(c1ccccc1)CC2=O)c1ccco1 (stereo not given)	-4	-4	0	0	4	-0.3	2	2	4	-1
CC1CCc2ccc(F)cc2N1S(=O)(=O)c1cccs1 (stereo not given)	-1	0	-10	-5	1	-0.2	3	3	-7	2
O=c1[nH]c2ccc(S(=O)(=O)N3CCC(Cc4ccccc4)CC3)cc2o1	-1	3	-2	1	-3	-0.5	-1	3	0	0
CCc1nnc(NC(=O)CSc2nc(N)c(NC(=O)c3ccc(OC)cc3)c(=O)[nH]2)s1	6	9	3	13	0	0.5	-1	1	1	3
O=C(COC(=O)c1cc(S(=O)(=O)N2CCOCC2)ccc1Cl)NC1CC1	-4	4	-3	-7	3	-0.8	1	-1	1	-1

Following part:
compound	SIAE primary	DDE Tn7 FP inh	Tn6 DDE FP	TDP2 inh	PRMT1 FP inh	KLK7 zymogen act	UHRF1 binding	LEDGF integ inh	TCR-CD3 inh	MBD2 DNA inh
COc1cccc(C(=O)N2CCCc3ccccc32)c1	1	6	-2	-1	0	0.8	2	-3	-3	0
O=C(O)CCCCCNC(=O)CCn1nnc2ccccc2c1=O	2	0	-4	4	-2	0.0	1	1	-7	2
COc1ccccc1NC1=NC(c2ccc(Cl)cc2)N=C(N)N1 (stereo not given)	-5	-6	1	1	-2	-0.8	0	-2	-6	-2
Cc1noc(C)c1C(=O)OC(C)C(=O)Nc1ccc([N+](=O)[O-])cc1C(F)(F)F (stereo not given)	-1	-5	-4	-1	4	-0.5	3	-4	-9	0
Clc1nc2c(-c3ccccc3)nnn2c2ccccc12	-1	-2	2	6	5	0.7	-1	0	-2	-1
CCc1ccc(N2CC(C(=O)N3CCN(c4ccc([N+](=O)[O-])cc4)CC3)CC2=O)cc1 (stereo not given)	-2	-3	-8	5	2	-0.1	0	-5	-12	4
CCCCCC(C)NC(=O)c1ccoc1C (stereo not given)	-2	0	6	4	-1	-0.1	3	-1	5	-5
CCOC(=O)COc1cc2c(C(=O)OCC)c(C)oc2cc1Br	-5	5	-4	3	-2	0.1	1	-1	8	-2
Cc1cccc(N2CN(Cc3ccco3)CNC2=S)c1C	-7	-3	-1	13	-1	0.2	-5	1	7	-5
O=C(N=C1SC2CS(=O)(=O)CC2N1c1ccc(F)c(Cl)c1)C1CCCO1 (stereo not given)	0	-1	-8	-6	-9	-0.7	0	0	0	-1
CCOc1cc(OCC)cc(C(=O)N2CCC[C@H]2C(=O)N2CCC[C@H]2C(=O)NCc2ccccn2)c1	1	-1	5	-4	-1	-0.7	0	-1	5	-2
O=C(Nc1ccc(N2CCCCC2)c(Cl)c1)c1ncn[nH]1	3	-3	-3	4	-1	-0.5	0	-1	1	1
CC(NS(=O)(=O)c1ccc2[nH]c(=O)[nH]c2c1)c1ccc(F)cc1 (stereo not given)	1	1	-3	4	0	-0.3	-1	-2	2	2
Cc1c(-c2ccc(F)cc2)[n+](=O)c(-c2ccc(F)cc2)c(C)n1[O-]	1	2	-8	-5	2	-1.0	2	0	-9	3
Cc1sc(N2CCN(S(=O)(=O)c3ccc4c(c3)NC(=O)CO4)CC2)nc1-c1ccccc1	-6	-1	2	-14	4	0.3	5	-2	-4	-4
O=C(Cn1c(NCCO)nc2ccccc21)c1ccc(Cl)cc1Cl	4	-3	5	7	2	-0.3	-3	5	3	-1
Cn1c(SCC2CCCCC2)nnc1-c1ccco1	7	-2	5	5	1	-0.3	-1	0	·	-3
Cn1c(-c2ccccc2)cc(=O)c2ccccc21	0	8	7	1	1	0.3	0	-2	0	1

Structures above containing a CF3 group:
compound	SIAE primary	DDE Tn7 FP inh	Tn6 DDE FP	TDP2 inh	PRMT1 FP inh	KLK7 zymogen act	UHRF1 binding	LEDGF integ inh	TCR-CD3 inh	MBD2 DNA inh
CN1CCN(c2nc(-c3cccs3)cc(C(F)(F)F)n2)CC1	0	-13	-8	4	-4	2.2	-5	-1	4	3
Cc1noc(C)c1C(=O)OC(C)C(=O)Nc1ccc([N+](=O)[O-])cc1C(F)(F)F (stereo not given)	-1	-5	-4	-1	4	-0.5	3	-4	-9	0

Screening data (PubChem BioAssay)
